WRN inhibitor: WRN helicase (human) inhibition; 360,000 tested, 0.46% active; WRN helicase unwinding, fluorescent forked duplex, kinetic; Potency, µM (series often up to 114 µM), for the others: at the highest dose activity change, negative = inhibition, actives largely listed as inhibitors; Q14191; note: potency is the fitted concentration of half-maximal effect; % is set by controls: 0 for no effect and ±100 for the full control effect; nearly all actives have a fitted effect of over 55% in size
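Enzyme (20 nM final) and test compound sit together 15 min at room temperature before substrate addition. Substrate is a single-forked duplex oligonucleotide (100 nM) labelled with fluorophore and quencher, with 2 mM ATP; helicase unwinding raises red fluorescence, read kinetically.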
PI5P4K alpha inh: blocks human PI5P4K alpha kinase activity; P48426; PI5P4Kalpha enzyme, ADP-Glo luminescence, 60 min; hits give low values; max response, %; 330,000 tested, 1.2% active; AID 652105; active = max response of -50% or lower; inconclusive = between -30% and -50%; inactive = -30% or higher; note: value at the top dose of about 77 µM; % is set by controls: 0 for no effect and ±100 for the full control effect
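Luminescence from ADP-Glo served as readout of PI5P4Kalpha activity in a qHTS format. Reaction: enzyme, substrate, compound, ATP at 5 microM final, 60 min at RT.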
FUS yeast rescue: suppressors of FUS proteinopathy in yeast | S. cerevisiae FUS-expressing, growth rescue, OD600, 24 h | AID 1347120 | Potency, µM (titrated, usually from 76.6 µM), inactives show at the highest dose growth rescue (activation), usual class: activators | 390,000 tested, 0.24% active;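 note: potency is the fitted concentration of half-maximal effect; plate controls were DMSO vehicle for no effect and reference control for full effect; nearly all actives have a fitted effect of over 55% in size; some results filed as inactive show a strong effect at the top dose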
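Cultures pregrown in 2.5% raffinose medium are shifted to minimal medium containing 2% galactose to express toxic FUS. Compounds are tested at several concentrations. After 24hr at 30C, growth is quantified at 600 nm absorbance.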
IL2 activator: activates IL-2 in a cell-based reporter assay; activation, % (series mostly up to about 46 µM); 360,000 tested, 0.065% active; AID 652025; IL-2 activation reporter assay, cell-based qHTS; stimulated with anti-CD3/CD4/CD28 beads; in transgenic mouse T cells; in the data active = activation above about 50%; inconclusive = mostly about 30% to 49%; note: 0% is about no effect
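Readout: EGFP and DsRed signals by fluorescent plate cytometry. Unstimulated transgenic mouse T cells received compound 60 min before antibody-bead stimulation, then incubated 18 h at 37 degrees C.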
PLK1 PBD block: PLK1 (human) polo-box domain binding inhibition | P53350 | AID 720504 | Plk1 PBD binding of FITC phosphopeptide, fluorescence polarization | 360,000 tested, 2.8% active | Potency, µM, for inactives: max response, negative = inhibition, most hits filed as inhibitors; note: potency is the fitted concentration of half-maximal effect; series mostly up to about 57 µM; % is set by controls: 0 for no effect and ±100 for the full control effect; nearly all actives have a fitted effect of over 65% in size
EPAC1 ag: activates human EPAC1 exchange factor; O95398; EPAC1 agonist qHTS, biochemical assay; response scale: 100% = response to 6.5 mM cAMP; Potency, µM (titrated, usually from 154 µM), for inactives: at the highest dose activation, usual class: activators; 360,000 tested, 0.073% active; AID 720707; note: potency is the fitted concentration of half-maximal effect; nearly all actives have a fitted effect of over 60% in size
Target sequence (O95398 whole entry, looked up): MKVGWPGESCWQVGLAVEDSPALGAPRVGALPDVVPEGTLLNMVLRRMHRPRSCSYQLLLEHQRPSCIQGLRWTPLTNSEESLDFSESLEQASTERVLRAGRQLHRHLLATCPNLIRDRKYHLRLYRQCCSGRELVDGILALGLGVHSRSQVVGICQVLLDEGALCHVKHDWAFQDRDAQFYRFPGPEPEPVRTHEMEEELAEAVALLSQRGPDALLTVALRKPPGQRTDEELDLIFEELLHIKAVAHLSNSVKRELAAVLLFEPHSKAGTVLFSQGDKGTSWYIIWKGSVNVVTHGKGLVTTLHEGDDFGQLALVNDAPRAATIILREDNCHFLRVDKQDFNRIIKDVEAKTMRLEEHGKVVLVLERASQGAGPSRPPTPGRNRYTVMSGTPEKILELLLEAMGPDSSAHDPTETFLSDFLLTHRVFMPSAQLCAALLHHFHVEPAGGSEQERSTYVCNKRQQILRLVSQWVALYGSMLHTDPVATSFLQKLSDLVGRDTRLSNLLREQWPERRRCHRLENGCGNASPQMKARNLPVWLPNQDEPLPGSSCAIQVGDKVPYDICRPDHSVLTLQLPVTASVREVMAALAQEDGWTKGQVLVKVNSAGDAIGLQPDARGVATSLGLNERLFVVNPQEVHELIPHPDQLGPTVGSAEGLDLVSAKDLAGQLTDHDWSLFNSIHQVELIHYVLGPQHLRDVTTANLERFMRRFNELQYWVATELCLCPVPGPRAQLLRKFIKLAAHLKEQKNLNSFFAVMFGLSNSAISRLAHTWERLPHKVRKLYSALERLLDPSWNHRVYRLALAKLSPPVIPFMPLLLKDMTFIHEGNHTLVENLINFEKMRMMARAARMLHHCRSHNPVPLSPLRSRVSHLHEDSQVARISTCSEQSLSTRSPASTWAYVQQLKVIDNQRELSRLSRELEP
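Nucleotide exchange by EPAC1 (100 nM) on Rap1B–BODIPY-GDP (250 nM) in the presence of 50 uM GDP is tracked fluorescently at 480/540 nm over 30 min. Signals are normalized to a 6.5 mM cAMP control.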
Abeta yeast res: A-beta toxicity reversal in yeast; yeast expressing A-beta42, growth rescue, OD600, 48 h; response scale: 0% DMSO, 100% iron-clioquinol control; Potency, µM (series often up to 46.1 µM), for inactives: top-dose growth rescue, usual class: activators; 410,000 tested, 0.063% active; AID 1347071; note: potency is the fitted concentration of half-maximal effect; nearly all actives have a fitted effect of over 55% in size
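Growth rescue measured by 600 nm absorbance after 48 h yeast culture at 30 C with compound. Values normalized between DMSO and an equimolar ferric chloride plus clioquinol control.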
aSyn yeast inh: alpha-synuclein toxicity inhibition in yeast; Yeast expressing alpha-synuclein, growth rescue, BacTiter-Glo, 24 h; Potency, µM (top dose mostly 46.1 µM), for the others: at the highest dose growth rescue (activation), hits mostly activators; 370,000 tested, 0.14% active; note: potency is the fitted concentration of half-maximal effect; % of control where 0% means no effect; nearly all actives have a fitted effect of over 65% in size
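Readout is rescue of growth in alpha-synuclein-expressing yeast, so inhibitors of toxicity appear as activators. Growth after 24 hr at 30 deg C in galactose medium is quantified by luminescence.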
EPAC1 antagonist: antagonists of human EPAC1; O95398; EPAC1 GEF assay, Rap1b-BODIPY-GDP exchange fluorescence; Potency, µM (titrated, usually from 115 µM), for inactives: top-dose activity change, negative = inhibition, actives largely listed as inhibitors; 360,000 tested, 0.14% active;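 note: potency is the fitted concentration of half-maximal effect; plate controls were vehicle for no effect and positive control for full effect; nearly all actives have a fitted effect of over 50% in size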
Numbers without * were called inactive; ? = inconclusive; / = no result given; & = joins results of further samples; [ ] = dose if it differs, or a comment. Unless noted, calls come from the whole dose curve; as a rule, active = well fitted curve in the direction sought with a large enough effect; inconclusive = small, poorly fitted or top-dose-only effect, or another doubt; inactive = no such curve, though single readings can be large; an effect the other way counts as inactive or inconclusive.

Each structure is followed by: IL2 activator | PI5P4K alpha inh | Abeta yeast res | aSyn yeast inh | EPAC1 antagonist | WRN inhibitor | EPAC1 ag | FUS yeast rescue | PLK1 PBD block
1. O=C(Nc1sc2c(c1C(=O)O)CCC2)c1cccc(Cl)c1
  0.6 | ? | -53.1%[inhibitor] | 5.0% | -13.2% | -8.0% | 6.7% | 1.6% | ?
2. CCOC(=O)N1CCN(S(=O)(=O)c2c(C)[nH]c(=O)[nH]c2=O)CC1
  0.5 | 5.5 | -2.3% | -8.2% | 8.1% | -1.0% | -3.5% | -11.9% | -17.6%
3. O=C(OCc1c(Cl)cccc1Cl)c1cccnc1Cl
  -0.4 | 9.0 | 26.5% | 7.4% | -13.8% | -1.1% | ? | 25.0% | -7.9%
4. CC1CCCCC1NC(=O)c1cn(C)c2ccc(S(=O)(=O)N3CCCC3)cc2c1=O (configuration not stated)
  -0.1 | -0.9 | 10.4% | 0.5% | -5.4% | 8.9% | 5.7% | 6.8% | -6.3%
5. Cn1cccc1Cc1nnc(SCC(=O)N2CCCC2)n1CCc1ccccc1
  -3.3 | -0.1 | -14.1% | -1.5% | -5.2% | 5.3% | 14.6% | 15.8% | -4.6%
6. Cc1ccccc1C(=O)Nc1cccc(C(=O)Nc2ccccc2C(=O)O)c1
  -0.2 | -14.8 | -5.0% | 3.7% | -12.8% | -11.7% | -6.7% | -17.1% | 3.5%
7. COc1ccc(NC(C)=O)c(C)c1
  0.0 | -1.7 | -87.5%[inhibitor] | -4.4% | 9.8% | 8.0% | 4.0% | -23.6% | -5.2%
8. Cc1cc(C)cc(NC(=O)c2cccc3c2C(=O)N(C2CCCCC2)C3)c1
  -0.6 | 0.7 | 0.4%&-2.7% | 1.3% | 14.7% | 0.5% | 9.3% | 17.2%&-40.4% | 3.4%
9. COCCNc1oc(-c2ccccc2Cl)nc1C#N
  -0.4 | -0.5 | 9.4% | 1.9% | -12.2% | -1.5% | -6.2% | 9.7% | 2.2%
10. N#CCCN(C(=O)COc1ccc(Br)cc1F)c1ccc(F)cc1
  2.1 | -1.7 | 14.8% | 4.0% | -10.3% | -5.6% | 11.6% | 13.6% | -2.8%
11. CCCCc1cc(=O)oc2c(C)c(OCC(=O)N3C[C@H]4C[C@@H](C3)c3cccc(=O)n3C4)ccc12
  -1.9 | -9.3 | -3.2% | ? | -19.6% | 2.7% | 12.6% | 20.6% | -7.1%
12. N=c1sccn1CC(=O)Nc1cccc(S(N)(=O)=O)c1
  -0.4 | -1.6 | 4.2% | 0.7% | -22.2% | -4.8% | 10.0% | -29.0% | -15.4%
13. CC(=O)N1CCC(C(=O)NC2CC(C)(C)Cc3c2cnn3-c2ccc(F)cc2)CC1 (configuration not stated)
  -1.1 | -2.5 | 14.4% | -5.7% | -7.1% | -7.7% | -1.3% | 4.1% | 2.8%
14. O=CNNC(=O)c1cccc([N+](=O)[O-])c1
  -2.9 | -3.3 | -5.7% | 0.9% | -5.2% | 2.4% | -1.0% | -17.1% | -0.8%
15. CCOC(=O)Cc1csc(NC(=S)NC(=O)c2ccccc2C)n1
  -2.3 | / | 0.7% | -21.4% | 0.0% | -1.8%[57.1 µM] | 2.8% | 4.0% | -2.3%
16. Cc1cc(OCc2ccc(C(=O)NN=C3CCCC3)cc2)ccc1Cl
  -1.8 | 18.7 | -27.2% | -8.4% | -24.0% | -15.5% | -2.4% | ? | -12.4%
17. CN1CCN(C2Cc3ccccc3Sc3ccc(Cl)cc32)CC1 (configuration not stated)
  0.2 | 17.9 | -17.7% | -12.3%&5.8% | -3.4% | 0.0% | -0.2% | 3.0% | -8.5%
18. Cc1cccc(COCC(Cc2ccccc2)N2CCN(C(=O)c3ccc(C(F)(F)F)cc3)CCC2=O)c1 (configuration not stated)
  -0.4 | -1.8 | 22.8% | ? | -24.1% | -5.9% | -30.5%[inhibitor] | 39.0% | 1.9%
19. O=C(CSc1n[nH]c(=O)[nH]c1=O)c1ccccc1
  0.7 | -0.5 | -5.0% | 1.6% | -7.8% | -36.7%[57.1 µM] | -4.3% | -9.3% | -24.0%
20. O=C(CNc1ccc2ccccc2c1)N/N=C/c1cc2ccccc2nc1Cl
  1.3 | 5.9 | 17.1% | 5.0% | -1.8% | -2.0% | 2.1% | 38.5% | -1.4%
21. COc1ccc(Nc2nc(N/N=C/c3ccc(N(C)C)cc3)nc(C)c2[N+](=O)[O-])cc1
  1.0 | 4.9 | -23.0% | -17.5% | -20.4% | -11.3% | -3.0% | 29.7% | 0.9%
22. Cc1c(Cl)cccc1NC(=S)NCc1ccc(F)cc1
  -2.7 | 6.8 | ? | 16.7% | -2.0% | 13.5% | -3.2% | -10.0% | -10.1%
23. COCCN1Cc2cccc(C(=O)Nc3ccc(C)cc3)c2C1=O
  -4.4 | 17.1 | -14.6% | -0.9% | -10.3% | -18.2% | 5.6% | 13.9% | 0.1%
24. CCC(C)(C)NC(=O)CN(C(=O)CNS(=O)(=O)c1ccccc1)c1ccc2c(c1)OCCO2
  1.8 | 6.8 | -12.7% | -5.8% | 12.6% | 4.3% | -2.2% | -1.7% | 0.4%
25. CCCNC(=O)N1CCCC(C(=O)c2cccc(Cl)c2)C1 (configuration not stated)
  -2.2 | 2.3 | 3.4% | -2.4% | 3.4% | 2.8% | -4.3% | -24.2% | -7.2%
26. CC1CC1C(=O)N1CCN(S(=O)(=O)c2cc(C(F)(F)F)cc(C(F)(F)F)c2)CC1 (configuration not stated)
  -0.6 | 14.1 | 23.2% | -12.6% | -20.4% | -4.2% | -20.9% | 14.1% | -5.8%
27. CCN(CC)CC(=O)Nc1ccc(/C(C)=N/NC2=NCCN2)cc1
  0.3 | -3.3 | -18.7% | -3.8% | 16.6% | 11.2% | -15.1% | -23.1% | -7.6%
28. CCC(=O)Nc1nc(C)nc(C)c1C(C)=O
  -1.5 | -7.5 | -4.8% | 0.3% | 13.4% | -30.1%[57.1 µM] | -4.2% | -23.4% | -8.1%
29. O=C(CSCc1ccc(Cl)cc1)Nc1nccs1
  1.0 | / | 3.3% | -0.8% | 5.6% | -7.8% | 4.8% | -14.6% | -5.8%
30. Cc1noc2ncnc(Oc3ccc(F)cc3)c12
  0.2 | -2.8 | 17.2% | 1.8% | 3.4% | -7.3% | 10.1% | -23.9% | -1.5%
31. N#CC(C(=O)OCc1ccccc1)c1nc2ccccc2nc1N1CCOCC1 (configuration not stated)
  23.1 | 0.2 | 4.6% | 9.3% | -0.3% | -23.0% | 27.0% | 11.8% | -21.8%
32. CCOC(=O)C(NC(=O)N1CCCCC1)(c1ccccc1)C(F)(F)F (configuration not stated)
  -0.1 | / | 0.5% | -3.4% | -9.9% | 0.1% | 2.2% | 18.9% | -3.8%
33. Cn1c(=O)[nH]c(=O)c2c1nc(Br)n2CCOc1ccccc1
  -1.4 | / | 0.0% | -0.2% | 0.7% | 1.8% | 5.5% | 21.8% | -4.0%
34. Cc1ccc(Cn2nc(C)c(NC(=O)CCCn3nc(C)c([N+](=O)[O-])c3C)c2C)cc1
  -4.0 | 2.5 | -9.4% | -11.1% | -27.1% | -9.7% | 3.8% | / | -5.8%
35. COc1ccc(OC)c(NC(=O)COC(=O)CN(C)S(=O)(=O)c2ccc(C)cc2)c1
  -0.8 | 1.3 | -0.6% | 16.2% | 8.4% | 11.0% | -1.1% | / | -0.7%
36. c1ccc2c(c1)Cc1cc(CN3CCOCC3)ccc1-2
  0.0 | / | 2.3% | 0.5% | ? | -8.3% | 0.0% | 19.3% | 0.9%
37. CCN(CC)C(=O)C1=C(C)NC(=S)NC1c1cn(-c2ccccc2)nc1-c1ccc(Cl)cc1 (configuration not stated)
  -1.8 | / | 14.1% | 3.6% | 11.1% | 7.8% | 6.3% | ? | -6.2%
38. Cc1ccc(NS(=O)(=O)c2cc(-c3n[nH]c(=O)c4ccccc34)ccc2C)cc1
  0.3 | -20.0 | 7.7% | 2.5% | -28.5% | -8.4% | -14.3% | 20.0% | -2.4%
39. CCn1nnnc1-c1ccc(OC)c(S(=O)(=O)N2CCCCC2)c1
  -3.5 | 0.2 | -0.5% | 7.4% | 7.6% | 4.6% | -2.6% | 5.5% | -6.3%
40. CCOc1ccc(NC(=O)C2C3CCC4C(CCC32)C4(Cl)Cl)cc1 (configuration not stated)
  -0.4 | 2.6 | -4.1% | 10.3% | -1.5% | -2.0% | -1.4% | 12.8% | -3.7%
41. Cc1ccc(C)c(NC(=O)COC(=O)c2nn(C)c(=O)c3ccccc23)c1
  0.9 | -0.2 | 7.0% | -4.3% | -12.3% | -23.8% | -3.2% | 6.3% | -5.7%
42. Cc1cccc(N2CCN(C(=O)CCCSc3nc4ccccc4[nH]3)CC2)c1C
  -1.3 | / | -17.8% | -1.5% | -0.5% | -3.0% | 22.1% | 35.6% | -3.7%
43. COc1ccc(/C=C(/C#N)C(=O)Nc2cccc(C)c2C)cc1C(=O)O
  -0.1 | -9.5 | 4.4% | 1.4% | -7.8% | -12.7% | 2.9% | 3.3% | -0.3%
44. CCOc1c(O)ccc(C2NC(=O)N(C)C(C)=C2C(=O)OC)c1[N+](=O)[O-] (configuration not stated)
  1.2 | 0.9 | -23.4% | -3.5% | -13.4% | 4.0% | -0.4% | 3.6% | -11.0%

By substructure, the compounds so far containing a COOH group.
Each structure is followed by: IL2 activator | PI5P4K alpha inh | Abeta yeast res | aSyn yeast inh | EPAC1 antagonist | WRN inhibitor | EPAC1 ag | FUS yeast rescue | PLK1 PBD block
1. O=C(Nc1sc2c(c1C(=O)O)CCC2)c1cccc(Cl)c1
  0.6 | ? | -53.1%[inhibitor] | 5.0% | -13.2% | -8.0% | 6.7% | 1.6% | ?
6. Cc1ccccc1C(=O)Nc1cccc(C(=O)Nc2ccccc2C(=O)O)c1
  -0.2 | -14.8 | -5.0% | 3.7% | -12.8% | -11.7% | -6.7% | -17.1% | 3.5%
43. COc1ccc(/C=C(/C#N)C(=O)Nc2cccc(C)c2C)cc1C(=O)O
  -0.1 | -9.5 | 4.4% | 1.4% | -7.8% | -12.7% | 2.9% | 3.3% | -0.3%
